Assay outcomes (PubChem BioAssay)
RECQ1 inh: inhibitors of human RECQ1 DNA helicase. 240,000 tested, 0.54% active. RECQ1 DNA unwinding, red fluorescence kinetic read. Potency, µM (highest dose often 57.3 µM), for inactives: at the top dose activity, negative = inhibition, most hits filed as inhibitors. P46063;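 further: plate controls were vehicle for no effect and no enzyme for full effect; nearly all actives have a fitted effect of over 30% in size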
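RECQ1T1 50 nM; forked duplex (20 bp + 30-nt ss tails) 200 nM, ATP 2 mM final; pH 8.0, 2 mM MgCl2, 2.5 ug/ml poly(dI-dC); 15 min compound preincubation; discontinuous kinetic read over 2 h at RT.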
TRb-SRC2 inh: disrupts binding of human TR beta to SRC2 | TRbeta-SRC2 peptide binding, fluorescence polarization; receptor liganded with 1 µM T3 | Potency, µM (top dose mostly 106 µM), inactives show at the highest dose activity change, negative = inhibition, usual class: inhibitors | 280,000 tested, 0.065% active | P10828;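 further: plate controls were bound peptide for no effect and peptide without receptor for full effect; nearly all actives have a fitted effect of over 50% in size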
Target sequence (P10828 whole entry, looked up): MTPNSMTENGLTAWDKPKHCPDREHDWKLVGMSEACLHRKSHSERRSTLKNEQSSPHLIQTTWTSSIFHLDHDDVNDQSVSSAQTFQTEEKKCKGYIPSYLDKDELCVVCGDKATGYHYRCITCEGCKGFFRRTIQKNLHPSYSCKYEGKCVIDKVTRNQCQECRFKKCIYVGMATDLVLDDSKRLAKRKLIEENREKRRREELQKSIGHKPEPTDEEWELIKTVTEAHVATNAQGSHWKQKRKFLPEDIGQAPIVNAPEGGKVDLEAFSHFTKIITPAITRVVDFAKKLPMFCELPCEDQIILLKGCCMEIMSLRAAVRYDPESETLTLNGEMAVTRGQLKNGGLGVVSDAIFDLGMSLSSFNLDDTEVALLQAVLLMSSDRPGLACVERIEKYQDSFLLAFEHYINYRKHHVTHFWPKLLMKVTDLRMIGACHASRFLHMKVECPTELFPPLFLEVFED
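Polarization signal, normalized between peptide-alone and full complex controls, measured compound effects on T3-liganded human TRb LBD (0.6 uM) binding 20 nM Texas Red SRC2 peptide after 5 hr.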
JMJD2E inh: JMJD2E (human) inhibition; B2RXH2; JMJD2E catalytic domain, FDH-coupled NADH fluorescence (FDH is formaldehyde dehydrogenase); Potency, µM (top dose mostly 57.1 µM), for the others: at the highest dose activity change, negative = inhibition, most hits filed as inhibitors; 230,000 tested, 1.6% active; AID 2147; active means well fitted inhibition curve with a large enough effect, not every such curve was filed as active; inconclusive means small, poorly fitted or top-dose-only effect, or another doubt; inactive means no such curve, though single readings can be large or run the other way;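 further: 0% = wells with enzyme and -100% = buffer wells without enzyme; nearly all actives have a fitted effect of over 50% in size; many of its hits are not listed in these tables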
Target sequence (B2RXH2 1-337 limits assumed): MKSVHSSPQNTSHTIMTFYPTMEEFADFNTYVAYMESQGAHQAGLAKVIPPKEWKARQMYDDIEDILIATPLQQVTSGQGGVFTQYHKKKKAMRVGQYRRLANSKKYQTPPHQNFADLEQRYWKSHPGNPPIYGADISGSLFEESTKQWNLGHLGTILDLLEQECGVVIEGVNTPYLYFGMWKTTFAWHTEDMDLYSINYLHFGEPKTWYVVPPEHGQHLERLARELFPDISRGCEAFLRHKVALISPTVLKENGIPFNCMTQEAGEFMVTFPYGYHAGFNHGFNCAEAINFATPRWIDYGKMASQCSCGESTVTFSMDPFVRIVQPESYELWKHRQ
GoLoco inh red: blocks human Gai1 binding to RGS12 GoLoco peptide, red readout; P63096; Gai1:RGS12 GoLoco peptide FP, rhodamine, 10 min; Potency, µM (top dose mostly 61.6 µM), for inactives: top-dose activity, negative = inhibition, actives largely listed as inhibitors; 230,000 tested, 0.44% active; AID 880; active means well fitted inhibition curve with a large enough effect, not every such curve was filed as active; inactive means no such curve, though single readings can be large or run the other way; further: on the % scale 0 is the no-effect control and ±100 the full control effect; nearly all actives have a fitted effect of over 30% in size; many of its hits are not listed in these tables
Lamin A splicing: LMNA splicing modulation; HeLa LMNA splicing GFP/RFP minigene ratio, 48 h; Potency, µM (doses to about 46.1 µM), inactives show top-dose ratio change, negative = inhibition, usual class: inhibitors; 200,000 tested, 0.01% active; AID 1487; active means well fitted inhibition curve with a large enough effect in the signal ratio, with a control signal flat, not every such curve was filed as active; inconclusive means small, poorly fitted or top-dose-only effect, or effect the other way, or a change in a side signal; the % refers to the signal ratio; further: on the % scale 0 is the no-effect control and ±100 the full control effect
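S3 HeLa stable clones carrying a lamin A-EGFP splicing minigene plus DsRed2 were seeded at 600 cells/well in Opti-MEM with 2% FBS, pin-dosed and incubated 48 h at 37°C. Acumen cytometry (488 nm) gave the GFP/RFP total-intensity ratio.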
TexasRed fluor: Texas Red fluorescence interference in TRb-SRC2 counter-screen; TRb/SRC2 Texas Red total fluorescence interference; Potency, µM (top dose mostly 106 µM), without a hit: at the top dose fluorescence change, negative = quenching; 280,000 tested, 0.29% active; active means well fitted curve in either direction with a large enough effect; inconclusive means small, poorly fitted or top-dose-only effect; further: on the % scale 0 is the no-effect control and ±100 the full control effect
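Flags fluorescent or light-absorbing compounds by total fluorescence, S + 2P, at 555 nm excitation and 632 nm emission. Mixture: 20 nM Texas Red SRC2 peptide, 0.6 uM human TRb LBD, 1 uM T3, 5% DMSO; compound exposure 5 h at ambient temperature.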
ALDH1A1 inh: blocks purified human ALDH1A1 activity; 220,000 tested, 7.3% active; AID 1030; P00352; Potency, µM (titrated, usually from 75.3 µM), without a hit: top-dose activity, negative = inhibition, hits mostly inhibitors; Purified ALDH1A1, NADH fluorescence, propionaldehyde substrate; active means well fitted inhibition curve with a large enough effect, not every such curve was filed as active; inconclusive means small, poorly fitted or top-dose-only effect, or another doubt; inactive means no such curve, though single readings can be large or run the other way;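 further: plate controls were no enzyme wells and a reference inhibitor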
SMN2 splice enh: increases expression of the SMN2 splice variant. HEK293 SMN2-luciferase splicing reporter, luminescence, 30-36 h. Potency, µM (highest dose often 46.1 µM), for the others: at the top dose activity change, positive = activation, usual class: activators. 210,000 tested, 2.8% active. AID 1458; further: % of control where 0% means no effect; nearly all actives have a fitted effect of over 55% in size
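HEK293 cells carry an SMN2 […]–luciferase reporter in which exon 7 inclusion puts luciferase in frame. Cells were plated 10-12 h before compound addition, then incubated 30-36 h at 37C. ONE-Glo luminescence was read; sodium butyrate at 4.5 mM final served as control.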
* = called active by the depositor; [ ] = dose if it differs, or a comment. Unless noted, the call rests on the fitted dose curve; in most records, active means well fitted curve in the direction sought with a large enough effect; inconclusive means small, poorly fitted or top-dose-only effect, or another doubt; inactive means no such curve, though single readings can be large; an effect the other way counts as inactive or inconclusive. Potency means the concentration at half of the fitted maximal effect. This is a subset; count on the stated rates, not on these rows.

`CCOC(=O)C1=C(c2ccccc2)Nc2nc(C)nn2C1c1cccc(OC)c1OC` (stereo not drawn) gave RECQ1 inh -11%, TRb-SRC2 inh -5%, JMJD2E inh 3%, GoLoco inh red 7%, Lamin A splicing 11%, TexasRed fluor 1%, ALDH1A1 inh -1% and SMN2 splice enh 3%.
Screening CCCC(c1nnnn1C(C)(C)CC)N1CCN(C2CCCC2)CC1 (stereo not drawn) returned RECQ1 inh inactive, TRb-SRC2 inh -9%, JMJD2E inh -22%, GoLoco inh red 9%, Lamin A splicing 4%, TexasRed fluor -1%, ALDH1A1 inh 7% and SMN2 splice enh -22%.
Cc1cccc(CNc2ncnc3ccc(-c4ccc(C(=O)N(C)C)cc4)cc23)c1 was read as RECQ1 inh -6%, TRb-SRC2 inh 2%, JMJD2E inh inconclusive, GoLoco inh red 2%, Lamin A splicing inconclusive, TexasRed fluor 4%, ALDH1A1 inh inconclusive and SMN2 splice enh 3%.
`COC(=O)C1C(c2ccc(OC)cc2)NC(=O)NC1(O)C(F)(F)Cl` (stereo not drawn) gave RECQ1 inh -10%, TRb-SRC2 inh 8%, JMJD2E inh -5%, GoLoco inh red 2%, Lamin A splicing 2%[46 µM], TexasRed fluor -2%, ALDH1A1 inh 12% and SMN2 splice enh 19%.
`CC(=O)c1c(C)[nH]c(C(=O)OCc2ccccc2F)c1C` gave RECQ1 inh -1%, TRb-SRC2 inh -1%, JMJD2E inh -2%, GoLoco inh red -2%, TexasRed fluor 0%, ALDH1A1 inh inconclusive and SMN2 splice enh 13%.
`CC(C)CNC(=O)NC(=O)COc1c(F)c(F)cc(F)c1F` gave RECQ1 inh -5%, TRb-SRC2 inh 6%, JMJD2E inh inconclusive, Lamin A splicing -2%, TexasRed fluor 1% and ALDH1A1 inh inconclusive.
`O=C(CN(C(=O)c1ccccc1Cl)N1C(=O)CCCC1=O)c1ccc(Cl)cc1` gave RECQ1 inh inactive, TRb-SRC2 inh -3%, JMJD2E inh -15%, GoLoco inh red 2%, TexasRed fluor -3%, ALDH1A1 inh 11% and SMN2 splice enh -1%.
Screening CC(C)C[C@H](NC(=O)NCCc1ccc(Cl)cc1)C(=O)O returned RECQ1 inh -6%, TRb-SRC2 inh -2%, JMJD2E inh -7%, GoLoco inh red 11%, Lamin A splicing -8%, TexasRed fluor 2%, ALDH1A1 inh 11% and SMN2 splice enh -6%.
For COc1cccc(SCc2noc(C(=O)NCc3ccccc3)c2C(=O)NCc2ccccc2)c1 the results were RECQ1 inh inactive, TRb-SRC2 inh 0%, JMJD2E inh 11%, GoLoco inh red 0% and TexasRed fluor -1%.
CC(C)=C1C2CCC1C1C(=O)N(c3ccc(C)c(C)c3)C(=O)C21 (stereo not drawn) was read as RECQ1 inh -10%, TRb-SRC2 inh 9%, JMJD2E inh 6%, GoLoco inh red -9%, Lamin A splicing 12%, TexasRed fluor -2%, ALDH1A1 inh 9% and SMN2 splice enh 4%.
`CCN(CC)S(=O)(=O)c1ccc(N/N=C/c2ccccc2OCC(=O)O)c([N+](=O)[O-])c1` gave RECQ1 inh inconclusive, TRb-SRC2 inh 0%, JMJD2E inh -2%, GoLoco inh red 10%, Lamin A splicing 2%[46 µM], TexasRed fluor -9%, ALDH1A1 inh inconclusive and SMN2 splice enh 12%.
Screening O=C(O)c1ccc(-n2nc(C(F)(F)F)c3c2-c2ccoc2CC3)cc1 returned RECQ1 inh 7%, TRb-SRC2 inh 3%, JMJD2E inh inconclusive, GoLoco inh red -4%, Lamin A splicing -10%, TexasRed fluor -1%, ALDH1A1 inh -14% and SMN2 splice enh inconclusive.
For O=C(CNC(=O)c1ccccc1Cl)N/N=C/c1ccc([N+](=O)[O-])s1 the results were RECQ1 inh -9%, TRb-SRC2 inh -4%, JMJD2E inh -9%, GoLoco inh red 6%, Lamin A splicing inconclusive, TexasRed fluor -1%, ALDH1A1 inh 5% and SMN2 splice enh -43%[inhibitor].
CN1CCN(C(=O)C(C(=O)c2ccc(F)cc2)n2ccccc2=O)CC1 (stereo not drawn) was read as RECQ1 inh -2%, TRb-SRC2 inh -1%, JMJD2E inh -2%, GoLoco inh red -1%, Lamin A splicing 10%, TexasRed fluor -12%, ALDH1A1 inh 4% and SMN2 splice enh -7%.
For CC(C)(C)C(=O)Nc1ccc(N2CCCC2)cc1 the results were RECQ1 inh -12%, TRb-SRC2 inh 5%, JMJD2E inh -11%, GoLoco inh red -8%, Lamin A splicing 4%, TexasRed fluor 2%, ALDH1A1 inh -5% and SMN2 splice enh -13%.
`CCN1CCCc2cc(CN(CCN3CCOCC3)C(=S)Nc3cccc(C)c3)ccc21` gave RECQ1 inh -15%, TRb-SRC2 inh 4%, JMJD2E inh inconclusive, GoLoco inh red 9%, Lamin A splicing -14%[46 µM], TexasRed fluor -1%, ALDH1A1 inh 7.9µM* and SMN2 splice enh -34%[inhibitor].
N#Cc1nc(-c2ccco2)oc1NCc1ccc(F)cc1 was read as RECQ1 inh 15%, TRb-SRC2 inh 2%, JMJD2E inh inconclusive, GoLoco inh red 5%, Lamin A splicing -7%, TexasRed fluor -2%, ALDH1A1 inh inconclusive and SMN2 splice enh 23%.
CCCCC(=O)N(Cc1nc2sc(C)c(C)c2c(=O)[nH]1)C1CCCC1 was read as RECQ1 inh -2%, TRb-SRC2 inh -3%, JMJD2E inh -3%, GoLoco inh red 11%, TexasRed fluor -8% and ALDH1A1 inh inconclusive.
Screening O=c1/c(=C/c2cn(-c3ccccc3)nc2-c2ccc(F)cc2)sc2nc3ccccc3n12 returned RECQ1 inh 2%, TRb-SRC2 inh -8%, JMJD2E inh 1%, GoLoco inh red 2%, Lamin A splicing 4%, TexasRed fluor 1%, ALDH1A1 inh 10% and SMN2 splice enh 0%.
CCOC(=O)N1CCC(Nc2c(-c3ccc(C)c(C)c3)c(=O)c2=O)CC1 was read as RECQ1 inh inactive, TRb-SRC2 inh 14%, JMJD2E inh -5%, GoLoco inh red -6%, Lamin A splicing -9%, TexasRed fluor -2%, ALDH1A1 inh 2% and SMN2 splice enh -12%.

Gathered by group: the compounds so far with a COOH group
Screening CC(C)C[C@H](NC(=O)NCCc1ccc(Cl)cc1)C(=O)O returned RECQ1 inh -6%, TRb-SRC2 inh -2%, JMJD2E inh -7%, GoLoco inh red 11%, Lamin A splicing -8%, TexasRed fluor 2%, ALDH1A1 inh 11% and SMN2 splice enh -6%.
`CCN(CC)S(=O)(=O)c1ccc(N/N=C/c2ccccc2OCC(=O)O)c([N+](=O)[O-])c1` gave RECQ1 inh inconclusive, TRb-SRC2 inh 0%, JMJD2E inh -2%, GoLoco inh red 10%, Lamin A splicing 2%[46 µM], TexasRed fluor -9%, ALDH1A1 inh inconclusive and SMN2 splice enh 12%.
Screening O=C(O)c1ccc(-n2nc(C(F)(F)F)c3c2-c2ccoc2CC3)cc1 returned RECQ1 inh 7%, TRb-SRC2 inh 3%, JMJD2E inh inconclusive, GoLoco inh red -4%, Lamin A splicing -10%, TexasRed fluor -1%, ALDH1A1 inh -14% and SMN2 splice enh inconclusive.

Next section.
CCC(C)NC(=O)CN1C(=O)NC2(CCc3ccccc3C2)C1=O (stereo not drawn) was read as RECQ1 inh inactive, TRb-SRC2 inh 4%, JMJD2E inh 7%, GoLoco inh red 1%, TexasRed fluor -1%, ALDH1A1 inh 2% and SMN2 splice enh 30%.
`CC(=O)c1cccc(N=Nc2c(C)[nH]c3ccccc23)c1` gave RECQ1 inh 1%, TRb-SRC2 inh 0%, JMJD2E inh 1%, GoLoco inh red 162%[activator], Lamin A splicing -9%, TexasRed fluor -2%, ALDH1A1 inh inconclusive and SMN2 splice enh 4%.
CCOc1ccc(N=C(NC#N)SCC(=O)NC2CC2)cc1 was read as RECQ1 inh -18%, TRb-SRC2 inh 1%, JMJD2E inh 10%, GoLoco inh red 12%, Lamin A splicing -2%, TexasRed fluor 1%, ALDH1A1 inh 2% and SMN2 splice enh 0%.
`CCn1c(=O)cc(OCC(=O)NCc2cccs2)c2ccccc21` gave RECQ1 inh -1%, TRb-SRC2 inh -9%, JMJD2E inh -7%, GoLoco inh red 3%, TexasRed fluor 1%, ALDH1A1 inh -6% and SMN2 splice enh -5%.
Screening O=c1c2ccccc2[nH]c(=S)n1CCN1CCc2ccccc2C1 returned RECQ1 inh -10%, TRb-SRC2 inh 9%, JMJD2E inh -5%, GoLoco inh red 8% and TexasRed fluor 0%.
For Nc1nc(Nc2cccc(Cl)c2)nc(NCCO)c1[N+](=O)[O-] the results were RECQ1 inh inconclusive, TRb-SRC2 inh 0%, JMJD2E inh 4%, GoLoco inh red 6% and TexasRed fluor -6%.
For CC(=O)Nc1sc(N/N=C/c2ccc(C)cc2)nc1-c1ccc(C)cc1 the results were RECQ1 inh 8%, TRb-SRC2 inh -4%, JMJD2E inh 0%, GoLoco inh red -16% and TexasRed fluor -2%.
`O=C(NCc1nnc(SCC(=O)N2CCOCC2)o1)c1c(F)cccc1Cl` gave RECQ1 inh 0%, TRb-SRC2 inh -1%, JMJD2E inh 12%, GoLoco inh red -2%, TexasRed fluor 2%, ALDH1A1 inh inconclusive and SMN2 splice enh 6%.
For CCCN1CCN(CCCNC(=O)Cn2cc3c(n2)CCCC3)CC1 the results were RECQ1 inh -2%, TRb-SRC2 inh 1%, JMJD2E inh -2%, GoLoco inh red -5%, Lamin A splicing -9%, TexasRed fluor 1%, ALDH1A1 inh 1% and SMN2 splice enh 22%.
COCCn1c(SC(C)C(=O)Nc2ncc(Cl)cc2Cl)nc2ccccc21 (stereo not drawn) was read as RECQ1 inh -9%, TRb-SRC2 inh -2%, JMJD2E inh -2%, GoLoco inh red 5%, Lamin A splicing inconclusive, TexasRed fluor -1%, ALDH1A1 inh -1% and SMN2 splice enh 254%.
